Assay outcomes: PubChem, National Center for Advancing Translational Sciences (NCATS)
TDP43 rescue: qHTS of TDP-43 Inhibitors | TDP-43 expressing yeast growth rescue, BacTiter-Glo, 24 h | Potency, µM (titrated, usually from 46.1 µM), without a hit: at the top dose growth rescue (activation), hits mostly activators | 410,000 tested, 1.8% active; also: potency is read from the fitted curve at half-maximal effect; % of control where 0% means no effect; nearly all actives have a fitted effect of over 50% in size
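In this qHTS, compounds that restore growth of yeast expressing TDP-43 appear as activators. Cells (OD600=0.02, galactose medium, raffinose-pregrown) are incubated with compound 24 hr at 30 deg C and growth is quantified by BacTiter-Glo.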
DRD3 agonist: qHTS of D3 Dopamine Receptor Agonist: qHTS; D3R DiscoveRx beta-arrestin cells, luminescence, 90 min; max activation, %; AID 652048, 2013; 410,000 tested, 0.58% active; in the data active = max activation above about 30%; also: 0% is about no effect; mostly tested at two doses, the higher about 12 µM
Target sequence (P35462 whole entry, looked up): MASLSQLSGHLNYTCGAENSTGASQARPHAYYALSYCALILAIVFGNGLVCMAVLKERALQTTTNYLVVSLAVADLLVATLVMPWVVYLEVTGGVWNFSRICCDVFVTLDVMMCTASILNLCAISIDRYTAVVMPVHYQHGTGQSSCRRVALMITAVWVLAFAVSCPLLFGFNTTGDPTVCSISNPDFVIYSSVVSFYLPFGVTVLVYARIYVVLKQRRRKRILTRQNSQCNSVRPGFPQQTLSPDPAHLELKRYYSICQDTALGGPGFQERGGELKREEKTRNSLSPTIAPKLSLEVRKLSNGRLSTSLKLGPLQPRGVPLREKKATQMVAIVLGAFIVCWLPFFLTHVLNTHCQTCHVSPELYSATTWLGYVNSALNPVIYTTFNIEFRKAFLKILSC
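Agonist mode: compounds and dopamine controls were applied to plated cells for 90 min at 37 degrees C after an overnight attachment at 1500 cells/well. Luminescent read-out followed 30 - 60 minutes at room temperature with DiscoveRx detection reagent.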
GLP1R ag: qHTS of GLP-1 Receptor Agonists; Glucagon-like peptide 1 receptor (Homo sapiens), P43220; HEK293 GLP-1R CRE-luciferase, luminescence, 4-6 h; cells express a hypersensitive GLP-1R form; Potency, µM (series often up to 45.6 µM), for inactives: top-dose activation, most hits filed as activators; 380,000 tested, 0.007% active; also: potency is read from the fitted curve at half-maximal effect; % of control where 0% means no effect
Target sequence (P43220 whole entry, looked up): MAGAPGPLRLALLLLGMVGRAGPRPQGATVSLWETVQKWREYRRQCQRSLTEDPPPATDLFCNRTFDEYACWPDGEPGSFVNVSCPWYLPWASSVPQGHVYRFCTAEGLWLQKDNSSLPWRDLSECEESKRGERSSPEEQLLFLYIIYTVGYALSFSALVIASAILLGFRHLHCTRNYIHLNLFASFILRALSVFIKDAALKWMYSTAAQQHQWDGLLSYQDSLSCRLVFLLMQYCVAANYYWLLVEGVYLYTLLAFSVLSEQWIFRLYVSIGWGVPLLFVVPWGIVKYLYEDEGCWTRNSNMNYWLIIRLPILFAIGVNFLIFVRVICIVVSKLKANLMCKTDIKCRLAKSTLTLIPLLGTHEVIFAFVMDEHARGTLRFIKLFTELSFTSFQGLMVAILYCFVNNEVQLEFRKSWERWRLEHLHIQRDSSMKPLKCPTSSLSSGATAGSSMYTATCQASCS
KB-V1 MDR tox: qHTS assay for MDR1-selective chemotherapeutics: Primary screen using the drug-selected MDR subline cells KB-V1. KB-V1 MDR cells viability, CellTiter-Glo, 72 h. Potency, µM (series often up to 46.1 µM), for the others: top-dose activity change, negative = cytotoxicity, actives largely listed as cytotoxic. AID 1347076, 2019. 400,000 tested, 3.4% active; also: potency is read from the fitted curve at half-maximal effect; % is scaled to controls: 0 for no effect and ±100 for the full control effect; nearly all actives have a fitted effect of over 60% in size
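KB-V1 MDR subline cells in DMEM (phenol-red free, 10% FBS) exposed to compounds in qHTS concentration series for 72 h at 37 degrees C. Viability read by CellTiter-Glo luminescence; concentration-effect curves fitted after normalization and correction.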
DRD3 antagonist: qHTS of D3 Dopamine Receptor Antagonist: qHTS. 360,000 tested, 2.5% active. D3R cells, DiscoveRx beta-arrestin luminescence, antagonist mode; active compounds read low. D(3) dopamine receptor (Homo sapiens), P35462. AID 652054, 2013. max response, negative = inhibition, %; in the data active = max response below about -50%; inconclusive = no clear call, values can overlap the other calls; also: % is scaled to controls: 0 for no effect and ±100 for the full control effect; mostly tested at two doses, the higher about 12 µM
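Cells expressing the human receptor were seeded at 1500 cells/well, incubated overnight at 37 degrees C in 5% CO2, then exposed to library compounds with dopamine controls for 90 minutes at 37 degrees C before luminescent detection.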
PTHR1 ag: qHTS for PTHR1 Agonists: Primary Screen. Parathyroid hormone/parathyroid hormone-related peptide receptor (Homo sapiens), Q03431. HEK293 GP2 PTHR1 cells, GloSensor cAMP luminescence, 1 h. Potency, µM (titrated, usually from 115 µM), for the others: top-dose activation, hits mostly activators. 410,000 tested, 0.075% active. AID 743266, 2014; also: potency is read from the fitted curve at half-maximal effect; nearly all actives have a fitted effect of over 55% in size; some results filed as inactive show a strong effect at the top dose; inactives centre near -15; many of its hits are not listed in these tables
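HEK-293-derived GP2 cells expressing PTHR1 and a GloSensor cAMP reporter, 3,000/well, plated overnight, given luciferin plus IBMX (each 0.5 mM as added) for 1 h at 37 °C, then compound for 1 h at 37 °C. Luminescence was read after 15 min at room temperature.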
GLP1R inv ag: qHTS of GLP-1 Receptor Inverse Agonists (Inhibition Mode) | Potency, µM (doses to about 38.3 µM), for inactives: top-dose activity change, negative = inhibition, usual class: inhibitors | 410,000 tested, 1.6% active | HEK293 GLP-1R CRE-luciferase, luminescence, 24 h; GLP-1R form is constitutively active | Glucagon-like peptide 1 receptor (Homo sapiens), P43220 | AID 624417, 2012; also: potency is read from the fitted curve at half-maximal effect; % is scaled to controls: 0 for no effect and ±100 for the full control effect; nearly all actives have a fitted effect of over 55% in size
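Constitutively active GLP-1R drives a cAMP-responsive luciferase in stably transfected HEK293 cells; test compounds are added after overnight (12 h) attachment and left 24 hr, and signal loss in luminescence marks inhibition.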
HEK293 tox: qHTS of GLP-1 Receptor Inverse Agonists: Cytotox Screen; Potency, µM (doses to about 38.3 µM), for the others: at the highest dose activity change, negative = inhibition, usual class: inhibitors; 410,000 tested, 0.13% active; HEK293 cAMP-luciferase reporter cells, luminescence, 24 h;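 also: loss of luciferase light is scored as toxicity; potency is read from the fitted curve at half-maximal effect; % is scaled to controls: 0 for no effect and ±100 for the full control effect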
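Compound-treated cells are incubated 24 hr at 37 deg C under 5% CO2 after a 12 hour attachment period, then luciferase detection reagent is added and luminescence is measured following 12 min at room temperature; lowered signal indicates toxicity.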
aSyn rescue: qHTS of alpha-syn Inhibitors; Potency, µM (top dose mostly 46.1 µM), for inactives: top-dose growth rescue (activation), most hits filed as activators; 370,000 tested, 0.14% active; Yeast expressing alpha-synuclein, growth rescue, BacTiter-Glo, 24 h; also: potency is read from the fitted curve at half-maximal effect; % of control where 0% means no effect; nearly all actives have a fitted effect of over 65% in size
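Galactose-induced alpha-syn yeast (OD600=0.02, raffinose-pregrown) + pinned cpd, 24 hr, 30 deg C; growth by BacTiter-Glo luminescence. Growth restoration scores as activation.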
* marks the source's active call; other numbers are inactive results; i = inactive; ? = inconclusive; / = no result given; [ ] = remark or other dose. Unless noted, calls follow the shape of the dose curve; as a rule, active = well fitted curve in the direction sought with a large enough effect; inconclusive = small, poorly fitted or top-dose-only effect, or another doubt; inactive = no such curve, though single readings can be large; an effect the other way counts as inactive or inconclusive. The list is partial (hit frequency here may not be typical).

entry | SMILES | TDP43 rescue | GLP1R ag | GLP1R inv ag | aSyn rescue | DRD3 agonist | KB-V1 MDR tox | PTHR1 ag | DRD3 antagonist | HEK293 tox
1 | COc1cccc(-c2ncc3ccccn23)c1 | 5% | 21% | 16% | 4% | 1 | -20% | -26%[57.5 µM] | 20 | -26%
2 | CC(C)(C)C1CCc2[nH]nc(C(=O)O)c2C1 (stereo not given) | -49%[inhibitor] | -26% | 2% | 14% | -15 | 0% | i | 0 | 8%
3 | Cc1onc(-c2ccccc2)c1C(=O)NC(C)c1ccccc1 (stereo not given) | -10% | 6% | -37% | 1% | 7 | -19% | -16% | 1 | 5%
4 | CC(=O)OCC(=O)C1=CCC2C3CCC4=CC(=O)C=CC4(C)C3(F)C(OC(C)=O)CC12C (stereo not given) | -8% | 4% | 2% | 1% | 3 | 0% | -32%[inhibitor] | 6 | -11%
5 | CCCCCC(=O)Nc1c(-c2cccs2)c(=O)c2ccccc2n1C | -10% | 3% | 0% | -2% | 9 | -6% | i | 18 | -2%
6 | COc1ccc(NS(=O)(=O)c2cccc(C(=O)Nc3ccccc3C(=O)O)c2)cc1 | 0% | -4% | 22% | 1% | 10 | ? | -29% | 0 | -23%
7 | CNCC(=O)N1CCN(c2ncc(C(F)(F)F)cc2Cl)CC1 | 18% | -7% | ? | -1% | -8 | 2% | i | -9 | 3%
8 | COc1cc2ccccc2cc1C(=O)Nc1ccc(Cc2ccncc2)cc1 | 6% | 3% | -3% | 10% | 15 | 9.2µM* | -3%[57.5 µM] | 40 | -28%
9 | Cc1cc(=O)[nH]c(-n2[nH]c3c(c2=O)CCCC3)n1 | 5% | -8% | 6% | 9% | -4 | ? | i | -9 | -2%
10 | O=[N+]([O-])c1ccc(O)c(C=Nc2ccc3c(c2)OCO3)c1 | -38%[inhibitor] | 6% | 3% | -1% | -12 | -7% | -4% | -68* | -7%
11 | O=C(NCCc1ccc(Cl)cc1)c1ccc2nc(Cc3ccccc3)oc2c1 | 12% | / | ? | / | 8 | -25% | -10% | / | -8%
12 | CC(C)(C)n1ncc2c(=O)n(CC(=O)N3CCCCCC3)cnc21 | -23% | -3% | ? | -8% | 2 | 0% | -10%[57.5 µM] | ? | -1%
13 | CC(c1ccccc1)N1CCC(CNC(=S)Nc2cccc(Cl)c2)C1 (stereo not given) | -1% | 4% | 3.2µM* | 7% | -11 | -2% | i | ? | ?
14 | Cc1ccc2c(CNC3CCC(C)CC3)c(C(=O)O)n(Cc3cccc(F)c3)c2c1 (stereo not given) | 20% | / | -12% | / | 2 | 6% | i | / | -11%
15 | OC(c1ccccc1)(c1nc(-c2csc3ccccc23)cs1)C(F)(F)F (stereo not given) | -91%[inhibitor] | 7% | ? | -64%[inhibitor] | -3 | ? | -16% | 1 | -23%
16 | Cc1ccc(NC(=O)CN2C(=O)COc3ccc(C)cc32)nc1 | -20% | -6% | 0% | -11% | 7 | 15µM* | -4% | 18 | -2%
17 | COc1ccc(-c2nc3c(n2O)CCCC3=O)cc1OC | 10% | -1% | 0% | 0% | 10 | 11% | -14%[57.5 µM] | 23 | -8%
18 | NS(=O)(=O)c1ccc(Nc2ccccc2)c([N+](=O)[O-])c1 | 20% | 8% | 43%[activator] | 5% | 3 | -8% | -37%[inhibitor] | 11 | -7%
19 | CC1=CCC(C(=O)N/N=C/c2cccs2)C(c2ccc(F)cc2)C1 (stereo not given) | 26% | 0% | 10µM* | 2% | 0 | ? | -3%[57.5 µM] | 0 | -14%
20 | Cc1ccc2cccnc2c1N | -7% | -2% | 0%[7.66 µM] | 1% | -4 | 1% | -21% | -7 | 22%[7.66 µM]
21 | Cc1nc2c(ncn2-c2ccccc2)c(=O)n1NC(=O)CN1CCN(C)CC1 | 1% | 2% | -4% | 3% | 5 | 25% | i | 8 | 1%
22 | COC(=O)c1ccccc1NC(=O)Cn1c(=O)n(CCC(=O)NCc2ccccc2OC)c(=O)c2ccccc21 | -2% | 0% | 5% | / | -12 | 0% | -49%[inhibitor] | / | 0%
23 | Cn1c(=O)cc(OCC(=O)NCc2ccccn2)c2ccccc21 | -4% | -2% | 75%[activator] | / | -3 | -10% | -26% | 5 | 2%
24 | COc1ccc2c(c1)c(=O)c(C(=O)c1ccc(F)cc1)cn2CC(=O)Nc1ccc2c(c1)OCO2 | 25% | 1% | 14% | / | 4 | 0% | -3% | / | 8%
25 | COc1ccc(C2C(C#N)=C(N)OC3=C2C(=O)CCC3)cc1OC (stereo not given) | -24% | 4% | 8% | 0% | 13 | -14% | i | 4 | -1%

(list continues)
entry | SMILES | TDP43 rescue | GLP1R ag | GLP1R inv ag | aSyn rescue | DRD3 agonist | KB-V1 MDR tox | PTHR1 ag | DRD3 antagonist | HEK293 tox
26 | CC(=O)OC(C(=O)NCc1ccc(F)cc1)c1ccccn1 (stereo not given) | 6% | 1% | 6% | 10% | -3 | 10% | -3%[57.5 µM] | 13 | 4%
27 | COc1ccc(/C=N/NC(=O)Cc2csc(Nc3cccc(C(F)(F)F)c3)n2)c(OC)c1 | 0% | -4% | ? | 3% | 5 | 0% | i | 40 | -24%
28 | CCC(c1nnnn1CS(=O)(=O)c1ccc(C)cc1)N1CCN(c2nc3ccccc3s2)CC1 (stereo not given) | 7% | 2% | ? | 11% | 8 | 4.1µM* | i | 12 | -18%
29 | C/C(=N\N1CCN(c2ccc(Cl)cc2)CC1)c1cccc([N+](=O)[O-])c1 | -13%[0.397 µM] | 9% | ? | -2% | 12 | -11% | -28% | 5 | -3%
30 | CC(=O)n1c(=O)c2ccccc2c(=O)n1-c1ccccc1 | 3.2µM* | -6% | 8% | -17% | 9 | 24% | i | 20 | -8%
31 | Cc1sc(-n2cccc2)c(C(C)NC(=O)Nc2ccccc2Cl)c1C (stereo not given) | 15% | / | ? | / | -4 | / | -57%[inhibitor] | / | -4%
32 | COCCNC(=O)c1ccc2c(=O)n(Cc3ccco3)c(SCC(=O)Nc3ccc(OC)cc3OC)nc2c1 | 5% | 1% | -2% | -1% | 0 | -4% | -3% | -6 | -30%
33 | CC(=O)N(Cc1cccnc1)c1nc2c(C)c(C)ccc2s1 | ? | / | 14% | / | 6 | -1% | i | / | -2%
34 | O=C(NCc1ccccc1F)c1ccc2c(c1)OCCO2 | 14µM* | -3% | -2% | -26% | 4 | 6% | i | 15 | -5%
35 | c1csc(Cn2nnnc2CN2CCN(c3nc4ccccc4s3)CC2)c1 | 25% | -1% | ? | 15% | 0 | -2% | -40%[inhibitor] | ? | 12%
36 | CCCCC1=CC2=C(c3ccco3)C(=O)C(C)(OC(=O)c3ccc(OC)cc3)C(=O)C2=CN1c1ccc(OC)cc1 (stereo not given) | -6% | -1% | ? | -9% | 3 | ? | -6% | 0 | -11%
37 | O=C(c1cc(-c2ccc(F)cc2)on1)N1CCCCCC1 | ? | 8% | ? | -4% | -27 | ? | -21% | -26 | 8%
38 | CC(C)(C)c1nc(SCC(=O)NCc2cccs2)c2ccccc2n1 | 19% | -7% | -11% | 2% | 0 | ? | i | 17 | 2%
39 | O=C(NCc1cccc(Cl)c1)c1cc(=O)[nH]c2ccccc12 | -6% | 8% | -8% | 2% | 0 | -13% | 0% | -12 | -7%
40 | CCCC(=O)Nc1c2c(nn1-c1cccc(C)c1C)CS(=O)(=O)C2 | 0% | 10% | -4% | -3% | -1 | -6% | -6% | 1 | 8%
41 | CCOc1ccc(CCNC(=O)CCn2c(=O)c3cccn3c3cccnc32)cc1 | 10% | / | 2% | / | 5 | / | -24% | / | 22%
42 | CN(C)CCCNC(=S)NCc1ccc(Cl)cc1 | -10% | -14% | ? | 0% | -30 | -9% | -15% | 1 | -13%
43 | CCN(C(=O)CN1C(=O)NC2(CCC(C)CC2)C1=O)C1CCCCC1 (stereo not given) | 10% | -5% | 11% | 2% | 0 | -27% | -11% | 5 | 1%
44 | Cc1ccc2cc(CN(Cc3ccco3)C(=O)c3cccs3)c(=O)[nH]c2c1 | 21% | 2% | ? | 7% | 0 | 5.2µM* | -12%[57.5 µM] | 16 | ?
45 | COC(=O)c1ccccc1NC(=O)Cn1cnc2c(cnn2-c2ccccc2)c1=O | -4% | -8% | 14% | -11% | 12 | 6.5µM* | i | 6 | -17%
46 | Cc1ccc(-n2nc3ccc(NC(=O)c4oc5ccccc5c4C)cc3n2)cc1 | 24% | / | 4% | / | -8 | 0% | -6% | / | 5%

Single records, from the list above. Order of values: TDP43 rescue | GLP1R ag | GLP1R inv ag | aSyn rescue | DRD3 agonist | KB-V1 MDR tox | PTHR1 ag | DRD3 antagonist | HEK293 tox
CCCC(=O)Nc1c2c(nn1-c1cccc(C)c1C)CS(=O)(=O)C2 is listed as 0% | 10% | -4% | -3% | -1 | -6% | -6% | 1 | 8%
Cc1sc(-n2cccc2)c(C(C)NC(=O)Nc2ccccc2Cl)c1C (stereo not given) is listed as 15% | / | ? | / | -4 | / | -57%[inhibitor] | / | -4%
CC(=O)N(Cc1cccnc1)c1nc2c(C)c(C)ccc2s1 is listed as ? | / | 14% | / | 6 | -1% | i | / | -2%
CN(C)CCCNC(=S)NCc1ccc(Cl)cc1 is listed as -10% | -14% | ? | 0% | -30 | -9% | -15% | 1 | -13%
